SR-BI DiI-HDL act – activators of SR-BI mediated DiI-HDL uptake, primary screen, ldlA[mSR-BI] CHO cells, DiI fluorescence; 3 h; 100 = double the neutral-control signal; activation, % at 12.5 µM; hit rate 0.096% among 320,000; AID 504775, 2011;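 active = mean replicate activation of at least 60% and every replicate at or above 60%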;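 note: 0% = median plate neutral-control signal and 100% = twice that signal; values of inactives mirror those of a sister screen read the other way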
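Material: SR-BI-overexpressing, LDLR-lacking CHO cells | Dosing: Single compound concentration, delivered by pin transfer | Probe or stimulus: Labelled HDL, 10 µg/mL | Signal: Bottom-read cell fluorescence after medium removal, ex 550/em 595 nm | Schedule: 3 h, 37 °C | Evaluation: HDL uptake via cellular fluorescence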
SR-BI HDL uptake – inhibitors of SR-BI mediated HDL lipid uptake, primary screen, ldlA[mSR-BI] cells, fluorescence, single point. Scavenger receptor class B member 1 (Mus musculus), Q61009. ldlA[mSR-BI] CHO cells, DiI-HDL uptake fluorescence, 3 h. inhibition, % at 12.5 µM. hit rate 0.96% among 320,000. AID 488896, 2010;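 active = mean replicate inhibition of at least 70% and a set share of replicates each scoring 70 or more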;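 note: 0% = median of neutral control wells and 100% = median of positive control wells; values of inactives mirror those of a sister screen read the other way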
Target sequence (Q61009 whole entry, looked up): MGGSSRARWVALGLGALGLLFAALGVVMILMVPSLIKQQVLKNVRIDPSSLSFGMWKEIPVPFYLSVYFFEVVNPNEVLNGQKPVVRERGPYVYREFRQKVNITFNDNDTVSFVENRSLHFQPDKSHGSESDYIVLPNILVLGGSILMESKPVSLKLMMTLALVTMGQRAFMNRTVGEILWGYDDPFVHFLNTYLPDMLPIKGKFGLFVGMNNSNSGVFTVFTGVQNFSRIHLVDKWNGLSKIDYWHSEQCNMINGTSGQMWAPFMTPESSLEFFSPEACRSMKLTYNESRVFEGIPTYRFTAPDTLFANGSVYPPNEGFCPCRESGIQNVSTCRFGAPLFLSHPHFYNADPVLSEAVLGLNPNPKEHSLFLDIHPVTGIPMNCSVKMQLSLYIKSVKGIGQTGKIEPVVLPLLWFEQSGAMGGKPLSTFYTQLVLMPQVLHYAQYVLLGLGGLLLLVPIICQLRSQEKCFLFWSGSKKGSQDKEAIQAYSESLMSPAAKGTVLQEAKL
MITF act – activators of MITF-driven TRPM1 promoter reporter, primary screen, cell-based, SK-MEL-5, luciferase, single point | SK-MEL-5 TRPM1-promoter luciferase, 24 h; % of positive control, neutral wells = 0 | activation, % at 12.5 µM | hit rate 0.75% among 300,000 | AID 588334, 2011;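 active = mean activation of at least 80% with every replicate also reaching 80%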;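 note: 0% = neutral control wells and 100% = parthenolide positive control wells; values of inactives mirror those of a sister screen read the other way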
Wnt act – Wnt/beta-catenin pathway activators, primary screen, cell-based, plate reader, single point. hit rate 1.2% among 300,000. AID 743398, 2014. Wnt/beta-catenin reporter cell assay, activator. activation, % at 9.35 µM; in the data active = activation above about 30%, passing the limit was not always enough;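 note: 0% = neutral control wells and 100% = positive control wells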
E coli growth – E. coli V3065 growth inhibition, primary screen, counter-screen for AddAB inhibitor project, absorbance, OD600; 18 h; inhibition, % at 11.9 µM; hit rate 0.27% among 330,000;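 active = inhibition above the campaign's mean inhibition across all tested compounds plus 3 SD, cut at about 9.9% in these data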;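 note: uninfected addAB+ strain grown without phage in ampicillin broth; 0% = DMSO wells and 100% = ciprofloxacin 0.95 µg/ml wells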
CAL PDZ FP-1 – untagged CAL PDZ binding inhibitors, primary screen, biochemical, fluorescence polarization, HTS; purified CAL PDZ, TMR-peptide fluorescence polarization, 1 h; inhibition, % at 24.9 µM; Golgi-associated PDZ and coiled-coil motif-containing protein (Homo sapiens), Q9HD26; hit rate 0.92% among 300,000; AID 602252, 2012;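 active = mean inhibition of at least 30% with at least half of replicates also reaching 30%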;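 note: 0% = DMSO neutral control and 100% = excess unlabeled competitor peptide PRC23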
Tat transport – E. coli Tat export inhibitors, primary screen, MC4100, TorA-mCherry reporter, fluorescence, single point. inhibition, % at 10 µM. hit rate 0.036% among 340,000. AID 488895, 2010;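 active = mean replicate inhibition at least 50% and at least half of replicates individually reaching 50%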;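 note: exported cargo escapes ClpAP degradation while cytoplasmic cargo is degraded and loses fluorescence; 0% = median of neutral control wells and 100% = median of NaSCN control wells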
AddAB inh – growth inhibition of E. coli expressing H. pylori AddAB, primary screen, AddAB inhibitor project, absorbance; inhibition, % at 11.9 µM; hit rate 0.29% among 330,000; AID 435030, 2010; in the data active = inhibition above about 12%;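 note: 0% = vehicle wells of infected cells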
CAL PDZ FP-2 – CAL PDZ peptide-binding inhibitors, primary screen, biochemical, fluorescence polarization, Cer-tagged CAL PDZ, HTS | purified CAL PDZ, TMR-peptide fluorescence polarization, 1 h | AID 504414, 2011 | hit rate 0.02% among 330,000 | inhibition, % at 20 µM;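 active = highest replicate inhibition of at least 40%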;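 note: plate controls were DMSO neutral control wells for no effect and unlabeled competitor peptide control wells for full effect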
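System: purified tagged CAL PDZ domain construct (CerCALP). Schedule: 1 h incubation at room temperature before polarization reading. Medium: 25 mM sodium phosphate pH 7.4, 150 mM NaCl, TCEP, IgG, Thesit. Read-out: percent inhibition from loss of millipolarization. Measured by: FP readout, S and P plane fluorescence. Probe or stimulus: fluorescent TMR peptide probe.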
phage Ecoli inh – growth loss of phage-infected E. coli, primary screen, RecBCD inhibitor project, absorbance, with phage, HTS. inhibition, % at 11.9 µM. hit rate 0.26% among 360,000. AID 651602, 2012; in the data active = inhibition above about 11%
Numbers without * were called inactive; · = no result given.

SMILES	SR-BI DiI-HDL act	SR-BI HDL uptake	MITF act	Wnt act	E coli growth	CAL PDZ FP-1	Tat transport	AddAB inh	CAL PDZ FP-2	phage Ecoli inh
O=C(CC1S/C(=N/N=C/c2cccs2)NC1=O)Nc1ccccc1F (centres undefined)	-80	80*	3	0	-0.8	-2	12	0.8	9.8	4.1
O=C(c1cc2cc(Cl)ccc2[nH]1)N1CCN(c2ccc(F)cc2)CC1	5	-5	-3	-3	-2.1	2	-7	1.2	-0.7	2.0
COC(=O)c1c(N(S(C)(=O)=O)S(C)(=O)=O)sc2c1CCN(c1ncc(C(F)(F)F)cc1Cl)C2	-39	39	3	-5	0.1	-3	-13	0.8	-1.1	1.0
O=c1[nH]c(C2CCN(S(=O)(=O)c3ccc(C(F)(F)F)cc3)CC2)nc2c1nnn2Cc1ccccc1	·	·	3	-3	-1.4	-5	13	2.0	-2.3	-0.6
CCC1CCCCN1CCCNC(=O)CN1C(=O)COc2ccc(S(=O)(=O)N3CCOCC3)cc21 (centres undefined)	2	-2	9	0	-1.1	1	15	2.5	-0.4	-1.7
O=C(CCC(=O)N1CCN(S(=O)(=O)c2ccc(Cl)cc2)CC1)NCc1ccccc1	5	-5	-14	-3	-1.5	-6	-5	4.1	0.1	1.2
CC(C)n1nc(C(=O)NCc2ccc3c(c2)OCO3)c2ccccc2c1=O	6	-6	-11	-1	1.3	·	-1	5.7	-2.4	-0.6
O=S(=O)(c1ccc(F)cc1)N1CCN(C(=S)NCc2ccccc2)CC1	38	-38	14	0	-3.2	5	-3	0.9	0.2	4.9
COCc1ccc(CN2CCCC(CCC(=O)NCc3ccc(C)o3)C2)o1 (centres undefined)	8	-8	-5	0	0.6	-1	-12	2.5	-0.8	4.8
CCc1ccc(S(=O)(=O)Nc2nnc(N)s2)cc1	11	-11	4	0	6.4	-3	3	6.8	-0.3	7.2
O=C(CN(C1CCCCC1)S(=O)(=O)c1ccccc1)NCc1ccco1	-19	19	-8	-8	1.6	0	12	2.6	-2.5	1.4
COc1cccc(NCc2nnc(SCC(=O)NC3CCS(=O)(=O)C3)n2C2CCCCC2)c1 (centres undefined)	15	-15	-3	·	1.9	-4	-2	2.6	-3.0	-1.6
CS(=O)(=O)N(CC(=O)NCC1CCCO1)c1cc(Cl)cc(Cl)c1 (centres undefined)	-6	6	-3	1	-2.5	-1	3	0.5	-0.3	-3.0
CC(C)(C)n1nnnc1C(c1ccncc1)N1CCCCCC1 (centres undefined)	-5	5	1	-4	-0.1	0	0	-1.0	-0.5	0.6
CCCCOc1ccc(OCCNS(=O)(=O)N(C)C)cc1	18	-18	19	-1	2.2	-3	5	2.3	-1.2	0.6
CCC(=O)NC(=S)Nc1ccc(NC(=O)COc2ccc(Cl)c(C)c2)cc1	-67	67	8	10	0.2	-2	-6	1.6	1.2	3.3
COc1cccc(CNCc2ccc3c(c2)OCO3)c1	18	-18	6	0	·	9	-3	·	-1.2	2.5
CC(CCc1ccccc1)NC(=O)CN1CCN(Cc2ccc(Cl)cc2)C1=O (centres undefined)	-13	13	-10	-2	-0.3	·	1	1.1	-0.9	1.1
C/C(=N\NC(=O)c1ccn(C)n1)c1ccc(NC(=O)C2CCC2)cc1	-21	21	23	0	·	-3	0	·	-2.6	1.5
O=C(COc1cccnc1[N+](=O)[O-])Nc1ccc2c(c1)OCO2	-21	21	19	0	2.8	-7	8	2.4	-0.7	4.5
CCCn1c(N)c(C(=O)COC(=O)c2cccc(S(=O)(=O)N3CCOCC3)c2)c(=O)[nH]c1=O	17	-17	·	-1	-3.5	0	-8	-2.6	0.5	5.6
CC(=O)N(CCc1cccc(C)c1)Cc1cc2cc(C)ccc2[nH]c1=O	12	-12	·	-2	2.1	-3	-5	3.0	-1.8	2.1
CCOC(=O)C(C(=O)OCC)C(C[N+](=O)[O-])c1ccccc1 (centres undefined)	-2	2	1	-2	1.6	-6	-2	0.1	-2.6	0.6
CCCS(=O)(=O)N1CCc2cc(OC)c(OC)cc2C1	21	-21	3	-7	2.2	-5	-9	-0.1	-2.0	2.9
Cc1ccc2nc(SCn3nnc4ccccc4c3=O)[nH]c2c1	7	-7	34	-1	1.5	1	2	2.6	-1.8	1.7
CCOCCCNC(=O)CN1C(=O)CSc2cc(S(=O)(=O)N3CCCCCC3)ccc21	25	-25	7	-1	1.9	-7	6	-0.2	-0.6	1.4
c1ccc2sc(N3CCCCC3)nc2c1	12	-12	47	16	·	-2	2	·	-1.5	4.4
Cc1ccc(-c2n[nH]c(=S)c3ccccc23)cc1	-20	20	-8	-1	-2.4	-2	-1	4.6	0.9	5.2
Cc1cc(C)c(S(=O)(=O)c2ccccc2)c(OC(=O)c2c(F)cccc2F)n1	9	-9	-16	-2	1.1	-3	4	-0.8	-4.2	5.0
COc1ccc(NC(=O)CSc2n[nH]c(-c3ccncc3)n2)cc1Cl	15	-15	1	-8	-2.7	-6	-2	0.0	-1.5	1.8
O=S1(=O)N=C(Nc2ccc(O)c(CN3CCCCC3)c2)c2ccccc21	9	-9	-4	·	1.2	-3	2	2.0	-3.3	0.1
COc1ccccc1NC(=O)c1cccnc1	·	·	-13	1	0.9	-1	-7	3.9	-0.9	1.1
CCCCCCCCNC(=O)c1cnsn1	-7	7	15	12	2.2	2	-4	1.2	-2.0	0.9
CC(C)CCN1CCN(Cc2ccc(N3CCNC3=O)cc2)CC1CCO (centres undefined)	·	·	7	1	2.5	-8	1	4.3	-1.3	0.1
O=C(NNC(=O)c1ccccc1[N+](=O)[O-])c1ccc(NS(=O)(=O)c2cccs2)cc1	4	-4	-11	-1	1.8	2	6	1.2	0.4	-0.7
CCOC(=O)Cn1c(=O)oc2cc(S(=O)(=O)NCC3CCCO3)ccc21 (centres undefined)	21	-17	·	-4	-0.3	·	-9	-0.1	0.3	-0.3
CCCN1C(C)C(C(=O)OCC)=CN(Cc2ccc(Br)cc2)S1(=O)=O (centres undefined)	-13	13	-4	-2	1.2	5	11	0.1	0.3	3.8
O=C(Nc1cccc(C(=O)O)c1)/C(=C\c1ccc2c(c1)OCO2)NC(=O)c1ccco1	14	-14	-4	0	-2.6	·	0	0.2	-0.4	5.0
Cc1ccccc1NC(=O)C1CCN(C(=O)N2CCOc3ccccc32)CC1	-2	2	·	-2	-1.5	-3	10	-4.4	-0.7	0.0
COc1ccccc1-c1cc2nc(C)cc(C)n2n1	-11	11	·	-1	-0.3	-1	-6	0.3	-0.9	0.0
CN(CC(=O)Nc1cccc(F)c1)C(=O)c1ccc(C2SCCS2)cc1	-15	15	-8	1	-0.5	-1	-12	-0.2	-2.2	-0.4
O=C(NCCN1CCOCC1)c1cn(-c2ccccc2)nc1-c1cccs1	-19	19	·	-4	-2.5	-1	-4	1.1	-3.0	2.8
C(/C=C/C=C/Nc1ccccc1)=Nc1ccccc1	2	-2	-9	-3	2.1	-1	1	1.5	-1.4	-1.6
C=CCN1C(=NC(=O)COc2ccccc2)SC2CS(=O)(=O)CC21 (centres undefined)	11	-11	-3	-1	0.7	·	7	3.6	0.2	2.2
CCc1c(C)c(C#N)c2nc3ccccc3n2c1NCC1CCCO1 (centres undefined)	-17	17	·	-3	-0.1	31*	-6	2.5	0.2	4.6

Shown with two lines to a compound: part of the list above
Value order – SR-BI DiI-HDL act | SR-BI HDL uptake | MITF act | Wnt act | E coli growth | CAL PDZ FP-1 | Tat transport | AddAB inh | CAL PDZ FP-2 | phage Ecoli inh
> COc1ccccc1NC(=O)c1cccnc1
  · | · | -13 | 1 | 0.9 | -1 | -7 | 3.9 | -0.9 | 1.1
> CCCCCCCCNC(=O)c1cnsn1
  -7 | 7 | 15 | 12 | 2.2 | 2 | -4 | 1.2 | -2.0 | 0.9

Next section.
SMILES	SR-BI DiI-HDL act	SR-BI HDL uptake	MITF act	Wnt act	E coli growth	CAL PDZ FP-1	Tat transport	AddAB inh	CAL PDZ FP-2	phage Ecoli inh
CN(C(=O)c1ccc2c(c1)OCCO2)c1c(N)n(Cc2ccccc2)c(=O)[nH]c1=O	17	-17	-4	1	1.5	1	-2	1.4	-1.0	3.7
Cc1ccccc1CNC(=O)Cc1cccs1	-10	10	4	20	-1.3	-4	-2	0.1	-0.9	6.6
CC[n+]1c(S(=O)(=O)[O-])ccc2ccc(C)cc21	16	-16	5	·	-0.3	-2	-1	1.1	-1.3	-1.6
CS(=O)c1ccccc1COC(=O)Nc1cccc(Cl)c1 (centres undefined)	-7	7	-3	·	0.7	1	1	-0.2	-1.3	0.9
Cn1c(=O)c2[nH]c(CN(Cc3ccccc3)Cc3ccccc3)nc2n(C)c1=O	-13	13	-7	2	1.0	-1	4	3.1	-1.0	2.3
CCN1CCN(c2nc3ccccc3nc2NS(=O)(=O)c2ccc(NC(C)=O)cc2)CC1	22	-22	1	0	1.9	-2	3	2.3	0.8	0.0
COc1ccc(C[C@H]2CN3C(=NC[C@@H]3Cc3ccccc3)N2CCNC(=O)CCC2CCCCC2)cc1	11	-11	-98	-12	1.0	0	18	1.6	-1.2	3.4
O=C(COc1ccccc1Cl)Nc1cc(Cl)ccc1Oc1ccccc1	-51	51	-13	-3	1.6	-2	-5	3.1	-0.4	2.0
CCOC(=O)Cn1c(=O)c2c(nc3n2CCCN3CCc2ccccc2)n(C)c1=O	-11	11	-3	-2	-1.0	-3	13	-1.1	-0.3	1.5
COc1ccc(N2CC(C(=O)N3CCN(c4ccccc4F)CC3)CC2=O)cc1 (centres undefined)	24	-24	-1	-2	-1.4	-4	-2	3.6	-0.2	0.6
COc1ccc(NC(=O)C2CC(=O)OC2(C)C)cc1 (centres undefined)	11	-11	-11	-3	-2.4	-2	5	-0.4	-3.4	1.8
CC(=O)Nc1sc(NC(=O)c2ccc(Cl)cc2)nc1-c1cccs1	-66	66	7	·	-1.4	-3	0	-0.9	-2.7	1.2
Cc1ccc(C(=O)c2ccc(CC(=O)O)n2C)cc1	-11	11	-2	5	1.6	-3	-7	-3.2	-0.2	3.0
C[C@H](CO)N1C[C@H](C)[C@@H](CN(C)S(=O)(=O)c2cccs2)Oc2c(NC(=O)Nc3ccccc3)cccc2C1=O	3	-3	0	-1	-0.8	-1	2	3.8	-2.5	0.6
Cn1c(Cn2c(=O)sc3ccccc32)nnc1SCC(=O)NCCc1ccccc1	-2	2	0	-2	1.9	·	-1	2.2	0.1	2.0
CCOC(CNC(=O)Cc1c(C)nc2c(-c3ccccc3)c(C)nn2c1C)OCC	5	-5	-19	-4	-1.9	-5	2	3.1	-1.8	4.6

Screens deposited in PubChem BioAssay by several laboratories.
